Screening results: PubChem BioAssay, several laboratories
MITF TRPM1 HTS: activators of MITF-driven TRPM1 promoter reporter, primary screen, cell-based, SK-MEL-5, luciferase, single point; SK-MEL-5 TRPM1-promoter luciferase, 24 h; % of positive control, neutral wells = 0; activation, % at 12.5 µM; 300,000 compounds, 0.75% hits;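 active means mean activation of at least 80% with every replicate also reaching 80%; inconclusive means mean reaches 80% but some replicate falls short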;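 further: 0% = neutral control wells and 100% = parthenolide positive control wells; values of inactives mirror those of a sister screen read the other way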
V-ATPase pH: regulators of yeast V-ATPase proton pumping, primary screen, pHLuorin cytosolic pH fluorescence. S. cerevisiae. response, % at 10 µM. 350,000 compounds, 0.37% hits; in the data active means response mostly above about 7.3%, no sharp cut-off; inactive means mostly below about 5.4%; further: actives read high; inactives centre near 0; some compounds called inactive have numbers as strong as hits; reference of the scale not given here
dFosB act: activators of delta FosB homodimer, primary screen, biochemical, fluorescence polarization, TAMRA-CDK5 oligo, single point | purified delta FosB; percent of positive-control signal above neutral wells | activation, % at 25 µM | 340,000 compounds, 0.99% hits | AID 493131, 2011;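 active means mean activation above about 17%, with every replicate also reaching it, limit read from the data, passing the limit was not always enough; inconclusive means only one of the two conditions met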;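 further: fluorescence polarization rise as delta FosB binds a TAMRA Cdk5 AP-1 oligo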
CDK5 p35 inh: inhibitors of human CDK5/p35 kinase, primary screen, biochemical, single concentration; Cyclin-dependent kinase 5 (Homo sapiens) + Cyclin-dependent kinase 5 activator 1 (Homo …; Recombinant CDK5/p35, ADP-Glo luminescence, 60 min; inhibition, % at 10 µM; 330,000 compounds, 0.01% hits; AID 488839, 2010;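 active means highest replicate inhibition of at least 50% and at least 75% of replicates reaching 50%; inconclusive means only one of the two criteria met; inactive means both criteria failed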;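 further: plate controls were DMSO neutral control for no effect and GW8510 at 10 µM for full effect; many of its hits are not listed in these tables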
Target sequence (Q00535 whole entry, looked up): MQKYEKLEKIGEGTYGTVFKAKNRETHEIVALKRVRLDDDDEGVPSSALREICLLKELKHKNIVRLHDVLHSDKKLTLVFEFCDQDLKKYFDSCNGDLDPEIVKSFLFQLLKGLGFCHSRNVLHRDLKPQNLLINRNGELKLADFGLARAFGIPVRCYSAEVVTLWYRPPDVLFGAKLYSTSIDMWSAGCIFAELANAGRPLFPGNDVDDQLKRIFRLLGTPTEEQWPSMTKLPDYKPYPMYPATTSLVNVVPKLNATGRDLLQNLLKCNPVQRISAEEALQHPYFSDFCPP
Target sequence (Q15078 whole entry, looked up): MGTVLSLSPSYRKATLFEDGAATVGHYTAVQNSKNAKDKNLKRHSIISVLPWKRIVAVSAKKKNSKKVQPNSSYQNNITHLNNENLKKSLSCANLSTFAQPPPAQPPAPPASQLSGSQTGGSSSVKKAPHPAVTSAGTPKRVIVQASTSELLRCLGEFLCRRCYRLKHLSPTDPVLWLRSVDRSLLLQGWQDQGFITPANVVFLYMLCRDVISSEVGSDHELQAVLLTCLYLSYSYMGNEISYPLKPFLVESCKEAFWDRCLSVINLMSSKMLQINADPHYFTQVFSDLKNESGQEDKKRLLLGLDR
NSD2 inh: NSD2 histone methyltransferase inhibitors, primary screen, biochemical, AlphaScreen, single concentration, set 2; Histone-lysine N-methyltransferase NSD2 (Homo sapiens), O96028; NSD2 peptide methylation, 120 min; inhibition, % at 12.5 µM; 310,000 compounds, 0.54% hits; AID 743445, 2014; in the data active means inhibition above about 50%
HTR5A inv ag: HTR5A inverse agonists in luminescence cell assay, primary screen, counter-screen for OPRM1-OPRD1 heterodimer inverse agonist project, full-deck HTS; HTR5A cell line, inverse agonism; inhibition, % at 9.3 µM; 340,000 compounds, 0.083% hits; AID 504634, 2011; in the data active means inhibition mostly above about 23%, no sharp cut-off; inactive means mostly below about 18%;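 further: 0% = cells with DMSO and 100% = no-cell wells with DMSO; some compounds called inactive have numbers as strong as hits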
Target sequence (P47898 whole entry, looked up): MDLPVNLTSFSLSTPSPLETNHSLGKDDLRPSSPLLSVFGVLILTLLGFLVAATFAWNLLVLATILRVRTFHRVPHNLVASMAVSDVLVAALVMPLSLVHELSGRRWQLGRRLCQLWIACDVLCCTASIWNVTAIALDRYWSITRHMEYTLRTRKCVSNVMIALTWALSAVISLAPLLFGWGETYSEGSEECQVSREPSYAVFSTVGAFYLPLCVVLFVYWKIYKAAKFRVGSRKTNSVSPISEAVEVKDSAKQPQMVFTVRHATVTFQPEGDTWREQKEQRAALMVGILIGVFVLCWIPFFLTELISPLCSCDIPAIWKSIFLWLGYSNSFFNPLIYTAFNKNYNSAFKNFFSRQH
SR-BI DiI inh: inhibitors of SR-BI mediated HDL lipid uptake, primary screen, ldlA[mSR-BI] cells, fluorescence, single point | inhibition, % at 12.5 µM | AID 488896, 2010 | 320,000 compounds, 0.96% hits | ldlA[mSR-BI] CHO cells, DiI-HDL uptake fluorescence, 3 h;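 active means mean replicate inhibition of at least 70% and a set share of replicates each scoring 70 or more; inconclusive means meets just one of the two criteria; inactive means fails both criteria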;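 further: 0% = median of neutral control wells and 100% = median of positive control wells; values of inactives mirror those of a sister screen read the other way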
PvdQ acylase: P. aeruginosa PvdQ acylase inhibitors, primary screen, biochemical, fluorescence, plate reader and imaging, single point | PvdQ acylase [Pseudomonas aeruginosa LESB58] | purified PvdQ acylase | inhibition, % at 10 µM | 340,000 compounds, 0.063% hits | AID 488965, 2010; in the data active means inhibition above about 30%, passing the limit was not always enough; inconclusive means no clear call, values can overlap the other calls;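 further: 0% = vehicle neutral wells and 100% = reference inhibitor wells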
HTR5A ag ctr: HTR5A agonists in luminescence cell assay, primary screen, counter-screen for OPRM1-OPRD1 heterodimer agonist project, full-deck HTS; 5-hydroxytryptamine receptor 5A (Homo sapiens), P47898; cell-based; activation, % at 9.3 µM; 340,000 compounds, 0.61% hits; AID 504692, 2011; in the data active means activation mostly above about 9.5%, no sharp cut-off; inactive means mostly below about 7.6%;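 further: 0% = cells with vehicle only and 100% = reference agonist; strong numbers were not always called active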
Wnt act: Wnt/beta-catenin pathway activators, primary screen, cell-based, plate reader, single point. activation, % at 9.35 µM. Wnt/beta-catenin reporter cell assay, activator. 300,000 compounds, 1.2% hits; in the data active means activation above about 30%, passing the limit was not always enough; inconclusive means no clear call, values can overlap the other calls;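 further: 0% = neutral control wells and 100% = positive control wells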
An asterisk follows results filed as active; ? = inconclusive; nt = not tested or not shown; & = joins results of further samples.

SMILES	MITF TRPM1 HTS	V-ATPase pH	dFosB act	CDK5 p35 inh	NSD2 inh	HTR5A inv ag	SR-BI DiI inh	PvdQ acylase	HTR5A ag ctr	Wnt act
O=C1NC(c2cccc(Cl)c2)Oc2ccccc21 (stereo not drawn)	nt	0	-1	1.2	23	8	-15	4	-2	0
Cc1ccc(C)c(S(=O)(=O)N2CCN(Cc3cc4c(cc3O)OCO4)CC2)c1	0	-1	-8	1.2	1	1	-25	-10	0	0
O=C(CSc1nnc(NC(=O)c2ccc3c(c2)OCO3)s1)NCc1ccco1	-5	-2	?	-0.1	-4	10	9	0	-2	11
O=C(NC1CCCCC1)c1ccc(NS(=O)(=O)c2cccc3cccnc23)cc1	-10	-1	-13	-2.2	3	-18	-6	-8	9	-1
COc1ccc2c(CC(=O)OCC(=O)Nc3ccc4c(c3)OCO4)coc2c1	nt	0	-1	-1.8	2	4	-8	-15	0	0
CCOc1ccc(-n2c(=O)[nH]cc(C(=O)Nc3ccc(OC)c(OC)c3)c2=O)cc1	7	-5	-12	-1.5	0	1	-5	12	0	-2
CCOc1ccc(CN(C(=O)c2ccco2)C2CCS(=O)(=O)C2)cc1 (stereo not drawn)	5	-3	6	1.9	-5	-19	39	4	7	nt
COc1ccc(OCC(=O)Nc2ccc(OC)c(S(=O)(=O)N3CCCCC3)c2)cc1	-21	0	1	-1.7	-2	-3	45	-13	3	-2
O=C(NCc1ccccc1)c1onc(CSc2ccncc2)c1C(=O)NCc1ccccc1	-7	-2	-4	1.9	nt	-26	-21	-1	-2	0
O=[N+]([O-])c1ccc(NCCNS(=O)(=O)c2ccccc2)cc1	-15	2	-1	-0.6	3	9	8	-10	-3	-2
COc1ccc(CCN2CC(C(=O)NCCc3cnn(C)c3)CCC2=O)cc1 (stereo not drawn)	1	-4	-8	-2.7	-7	18	-9	2	-1	-1
COc1ccc(/C=C(\C#N)C(=O)OC2CCOC2=O)cc1 (stereo not drawn)	1	-1	-6	-3.1	4	-17	11	-6	1	7
Cc1ccc(S(=O)(=O)N(C)C)cc1NC(=O)COC(=O)c1ccc(Cl)cc1	-8	-1	-7	-1.1	nt	-1	8	-5	0	-2
CC(C)(C)c1cc(C(=O)NNC(=O)c2ccc(C(F)(F)F)cc2)no1	5	2	-1	-0.4	-1	11	7	-7	-3	49*
Cc1cc(OC(C)C(=O)NCC2CCC(C(=O)O)CC2)c2c(C)c(C)c(=O)oc2c1 (stereo not drawn)	-5	4	-3	-0.1	nt	-20	1	-10	-2	0
CNS(=O)(=O)c1ccc2c3c(cccc13)C(=O)N2	nt	2	-6	30	0	8	13	5	-2	-1
O=C(Nc1nc2ccc(Cl)cc2s1)C1CC1	nt	-4	-3	-4.3	-2	-16	8	-4	15	60*
COc1ccc(CCNC(=O)C2CCC(C(C)(C)C)CC2)cc1OC (stereo not drawn)	-8	1	-12	-1.1	-1	4	-5	-16	-2	0
Cc1nnc(SCc2cnc(-c3ccc(C(C)C)cc3)s2)n1C	nt	-3	-7	-0.6	5	2	-7	-20	9	nt
COc1ccc(/C=N/Nc2nnc(-c3ncc[nH]3)c3ccccc23)cc1	56	4	-11	-0.2	nt	-3	3	-12	0	nt
O=C(Cc1ccc(Cl)cc1)Nc1ccccc1CO	3	-4	-6	0.3	0	0	5	-1	0	nt
CC(=O)N1CSCC1C(=O)N1CCN(c2ccc(N3CCOCC3)nn2)CC1 (stereo not drawn)	-5	-5	-2	-0.2	nt	-14	-10	-8	5	4
C=CCn1cnc2scc(-c3ccc(C)cc3)c2c1=O	-5	5	-2	-0.1	-1	-40	24	-8	0	-5
CCOC(=O)C1CCN(C(=S)Nc2ccc(Cl)cc2C)CC1	-8	0	-4	-1.1	-2	-9	11	-11	3	-4
C=CCOC(=O)C1=C[C@H](c2ccc(Br)cc2)[C@@H](CCCO)[C@H](OCC)O1	9	5	-10	-0.9	nt	-21	11	-7	8	-1
COc1ccc(CC(=O)NNC(=O)c2cccs2)cc1	4	-1	8	-0.6	-1	-35	-23	17	-2	-1
COc1ccc(CC(=O)Oc2ccc(F)c(F)c2)cc1S(=O)(=O)N1CCOCC1	-1	-2	-14	-3.2	2	9	-13	-7	-8	1
C[C@]12CC[C@@H]3c4ccc(OS(=O)(=O)O)cc4CC[C@H]3[C@@H]1CCC2=O	3&4	2&4	1&3	-0.7&-0.9	nt	-7&-50	4&-8	-9&-4	2&1	-1&-1
Cn1nnnc1SCc1nc2scc(-c3ccc(Cl)cc3)c2c(=O)[nH]1	-6	3	-12	-0.9	0	11	nt	-5	2	-1
O=C(CCCN1C(=O)c2cccc3cccc(c23)C1=O)NCc1cccs1	8	-3	11	-0.6	0	3	-26	2	-1	-7
O=C(Nc1cc(Cl)ccc1Cl)C1Cc2ccccc2O/C1=N\O (stereo not drawn)	-11	2	-2	-1.1	-5	-19	15	-12	5	-1
C/C(=N\NC(=O)CSc1nc2ccccc2[nH]1)c1ccncc1	9	0	-1	0.0	9	-1	3	2	0	0
COc1ccc(C(=O)N2CCCC2(C#N)c2ccccc2)cc1[N+](=O)[O-] (stereo not drawn)	-9	-1	-1	-1.3	0	-6	54	-16	2	-1
O=C1C2CCCN2C(=O)N1CCCCN1CCN(c2ccccc2)CC1 (stereo not drawn)	-2	0	5	0.8	12	-7	-38	1	0	-1
COc1ccc(C(=O)OC2C(OC)OCC(O)C2O)cc1 (stereo not drawn)	12	3	-2	0.4	2	8	-12	-12	-2	-3
CCN(C1CCCCC1)S(=O)(=O)CCNC(=O)c1ccccc1	-5	-5	-4	-0.9	2	-4	2	-16	2	9
Nc1nc2c(ncn2[C@H]2C[C@H](O)[C@@H](CO)O2)c(=O)[nH]1	0	-4	1	-0.4	nt	2	-16	2	3	0
Cc1cccc(-c2nc3ccccc3c3nncn23)c1	nt	-6	-30	1.0	nt	-16	41	-65	6	nt
CN1CCC(Oc2ccccc2Sc2ccccc2)CC1	-5	-8	5	0.6	10	-19	-41	4	-2	nt
CCOC(=O)C1=C(COC(=O)/C=C/c2ccc(OC)cc2OC)NC(=O)NC1C (stereo not drawn)	13	4	-12	-1.1	0	-12	32	-9	5	3
O=S(=O)(NCc1ccccc1F)c1cccc(S(=O)(=O)N2CCOCC2)c1	3	-2	-3	-0.2	1	-5	8	-11	2	1
O=C(O)COc1ccccc1C1C2C(=O)N(c3ccccc3)C(=O)C2ON1c1ccccc1 (stereo not drawn)	1	-1	-15	-0.5	nt	3	-12	-12	3	nt
O=C(CSc1nc(-c2ccco2)cc(C(F)(F)F)n1)N1CCN(c2cccc(Cl)c2)CC1	-14	-2	-11	0.3	-1	-8	nt	-2	-2	nt
O=C(CSc1nc(C(F)(F)F)cc(=O)[nH]1)NCc1ccc2c(c1)OCO2	11	-3	0	-1.3	0	0	-6	-5	0	-1
CCOC(=O)C1(Cc2ccccc2)CCN(Cc2cccc(OC)c2O)CC1	3	0	-4	-3.3	1	-4	9	2	1	0
CCOC(=O)C1ON2CCCCC2C1(O)C(F)(F)F (stereo not drawn)	-4	0	3	-0.5	-10	-18	-11	2	7	-2
O=C(O)c1ccc(/C=C2\SC(=S)N(NC(=O)c3ccccc3[N+](=O)[O-])C2=O)cc1	-1	-2	-4	-0.8	0	16	-3	21	-4	2
CNc1c(NC(=O)COc2ccc(Cl)cc2)c(=O)oc2ccccc12	1	6	0	1.0	nt	-6	4	-7	-2	10
CCOc1ncccc1C(=O)OCC(=O)Nc1cccc(S(N)(=O)=O)c1	2	0	-5	-0.3	-1	7	-1	-2	3	0
Cc1c(C(=O)NCc2ccccn2)oc2ccccc12	44	1	-6	1.1	nt	-1	6	-5	-1	nt
COCCNCCCCSc1ccc(Cl)cc1	9	0	-2	-1.5	5	0	5	15	1	-2
CNC(=S)NNC(=O)c1cc(-c2cccnc2)nc2ccccc12	-7	2	-11	2.3	24	-5	-9	-13	-1	-2
Cc1ncc(S(=O)(=O)c2ccccc2)c(-c2ccc(Cl)cc2Cl)n1	10	-1	-1	0.4	11	13	-16	-4	1	nt
Cc1cc(OCC(=O)NCCN2CCOCC2)cc(C)c1Cl	-2	-3	2	1.8	9	-5	-2	2	2	-1
COc1ccc(Br)cc1CN1CCC(N2CCCC2)CC1	4	1	-7	-2.2	-1	4	-20	-10	-1	-3
Cc1nn(Cc2ccccc2Cl)c(Cl)c1/C=C/C(=O)OCC(=O)NC1CCS(=O)(=O)C1 (stereo not drawn)	-9	-1	-10	-3.9	-2	8	18	0	-3	-4
O=C(NC1CCS(=O)(=O)C1)C1CCCCN1S(=O)(=O)c1ccc(Cl)cc1 (stereo not drawn)	8	-5	-5	-1.3	nt	-26	-22	-11	10	0
CCOc1ccc(C2C(C#N)=C(N)Oc3cc(C)n(CCN4CCOCC4)c(=O)c32)cc1OCC (stereo not drawn)	-1	0	3	1.1	-2	7	-8	17	-3	3
Cc1cccc(OCc2nnc(SCc3nc4cc(C(F)(F)F)ccc4c(=O)[nH]3)o2)c1	-1	-5	1	0.6	1	5	20	-8	-1	-1
Cc1ccc(Nc2nc(-c3ccc(S(=O)(=O)N4CCOCC4)cc3)cs2)cc1Cl	-8	6	-9	0.5	0	11	67	6	-2	-16

Remaining list, next part:
SMILES	MITF TRPM1 HTS	V-ATPase pH	dFosB act	CDK5 p35 inh	NSD2 inh	HTR5A inv ag	SR-BI DiI inh	PvdQ acylase	HTR5A ag ctr	Wnt act
CC(NC(=O)c1cc(COc2cccc(C(F)(F)F)c2)on1)c1nccs1 (stereo not drawn)	66	-2	-5	-1.8	-1	-3	4	-12	4	13
Cn1c(SCC(=O)Nc2cccnc2Cl)nnc1-c1ccco1	-3	2	-3	-0.4	-3	-3	-1	-9	1	-2
Cn1cccc1/C=C1\SC(=Nc2ccc(O)cc2)NC1=O	-9	-1	-1	-2.5	2	-13	16	-1	4	-20
Cc1cccc(NC(=O)C2Cc3ccccc3O/C2=N\O)c1 (stereo not drawn)	28	-2	4	0.3	nt	12	5	-16	-3	6
O=C(NC1(C(F)(F)F)N=C2SCCN2C1=O)c1ccccc1 (stereo not drawn)	-7	-1	0	1.5	-1	-5	-1	0	4	10
CCOC(=O)C1(Cc2ccc(Cl)cc2)CCN(Cc2cnc(N)nc2)CC1	8	-5	-3	0.1	1	-8	-5	-11	3	-3
C#Cc1ccc([C@@H]2C=C(C(=O)N3CCN(Cc4ccc5c(c4)OCO5)CC3)O[C@H](OCC)[C@H]2CCCO)cc1	-17	3	4	1.7	nt	14	44	11	5	1
CSc1ncccc1C(=O)OCc1cccc([N+](=O)[O-])c1	-1	-2	-5	0.8	-1	-5	1	-7	2	-2

Not a hit list; about 5% have a hit in one of these screens.
